# AmpC inh no detg – AmpC beta-lactamase inhibition without detergent; AID 485341; hit rate 0.52% among 330,000; AmpC nitrocefin hydrolysis, absorbance 480 nm, 0.0001% Triton; Potency, µM (top dose mostly 57.1 µM), for the others: at the highest dose activity change, negative = inhibition, usual class: inhibitors; P00811;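 note: potency is the fitted concentration of half-maximal effect; plate controls were no compound for no effect and no enzyme for full effect; nearly all actives have a fitted effect of over 20% in size; some results filed as inactive show a strong effect at the top dose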
# Target sequence (P00811 whole entry, looked up): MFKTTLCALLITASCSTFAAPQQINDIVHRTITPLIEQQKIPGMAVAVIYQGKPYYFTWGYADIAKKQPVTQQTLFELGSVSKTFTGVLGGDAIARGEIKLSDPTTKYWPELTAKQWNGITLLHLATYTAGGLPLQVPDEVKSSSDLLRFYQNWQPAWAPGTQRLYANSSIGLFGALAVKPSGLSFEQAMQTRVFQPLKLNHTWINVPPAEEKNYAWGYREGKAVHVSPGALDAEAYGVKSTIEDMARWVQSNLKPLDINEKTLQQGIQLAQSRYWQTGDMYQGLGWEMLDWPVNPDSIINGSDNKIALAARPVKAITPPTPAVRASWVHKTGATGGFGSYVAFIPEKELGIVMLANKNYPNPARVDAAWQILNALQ
#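 AmpC (5.3 nM in the dispensed reagent) in 20 mM phosphate pH 7.0 with 0.01% (detergent screen) or 0.0001% Triton X-100 was preincubated with compounds for 15 min at room temperature. Nitrocefin was then added from an 800 uM solution, and hydrolysis was followed at 480 nm.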
# AMA1-RON2 inh – AMA1-RON2 (P. falciparum) interaction inhibition; Potency, µM (titrated, usually from 58.2 µM), for inactives: top-dose activity change, negative = inhibition, most hits filed as inhibitors; hit rate 0.2% among 360,000; AlphaScreen AMA1-biotinylated RON2 peptide binding;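 note: potency is the fitted concentration of half-maximal effect; 0% = vehicle wells and -100% = peptide control; nearly all actives have a fitted effect of over 45% in size; some results filed as inactive show a strong effect at the top dose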
#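 AMA1 (3D7) with his tag at 25 nM final met compounds first, then biotinylated RON2 peptide at 25 nM; detection used donor plus acceptor beads, 10 µg/mL apiece, read by AlphaScreen after 30 min at room temperature.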
# HCMV antiviral – inhibitors of human cytomegalovirus; activity change, negative = inhibition, % at 57.5 µM; HFF cells, HCMV-luciferase reporter, 72 h; stronger effect = lower value; hit rate 4.5% among 410,000; AID 1259415; in the data active = activity change below about -60%; inconclusive = no clear call, values can overlap the other calls; inactive = above about -39%
#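 Cell-based, HFFs, 1000 cells/well, 16 h 37C; cpds in DMSO + HCMV-luc, MOI 1 PFU/cell; 72 h 37C; OneGlo luminescence after 5 min RT; norm. to buffer vs Salinomycin 10uM.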
# LmPK inh – inhibitors of Leishmania mexicana pyruvate kinase. purified LmPK, Kinase-Glo ATP luminescence, 1 h. Potency, µM (titrated, usually from 57.5 µM), without a hit: top-dose activity change, negative = inhibition, actives largely listed as inhibitors. hit rate 0.37% among 290,000; note: potency is the fitted concentration of half-maximal effect
# Target sequence (Q27686 whole entry, looked up): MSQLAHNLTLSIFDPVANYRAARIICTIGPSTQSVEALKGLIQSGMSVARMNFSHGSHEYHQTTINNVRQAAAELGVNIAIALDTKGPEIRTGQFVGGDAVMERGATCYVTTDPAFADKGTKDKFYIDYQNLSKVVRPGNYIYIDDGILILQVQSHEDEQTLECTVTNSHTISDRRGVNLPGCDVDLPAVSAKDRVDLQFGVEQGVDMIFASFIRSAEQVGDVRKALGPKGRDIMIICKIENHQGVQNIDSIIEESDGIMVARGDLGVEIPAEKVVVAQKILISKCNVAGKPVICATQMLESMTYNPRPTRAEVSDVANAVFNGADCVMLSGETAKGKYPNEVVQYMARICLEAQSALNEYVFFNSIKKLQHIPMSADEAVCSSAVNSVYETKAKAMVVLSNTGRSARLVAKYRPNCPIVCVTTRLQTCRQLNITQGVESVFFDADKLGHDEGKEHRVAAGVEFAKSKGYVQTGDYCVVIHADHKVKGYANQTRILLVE
#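 In 50 mM imidazole pH 7.2 with 7 mM MgCl2, LmPK (0.1 nM) turned over PEP (0.5 mM) and ADP (0.1 mM) for 1 h at room temperature. Luciferase read-out of ATP.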
# AmpC detergent – inhibitors of E. coli AmpC beta-lactamase with detergent. hit rate 0.041% among 370,000. Potency, µM (highest dose often 114 µM), for inactives: at the highest dose activity change, negative = inhibition, most hits filed as inhibitors. P00811. AmpC hydrolysis of nitrocefin, absorbance 480 nm, 0.01% Triton;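 note: potency is the fitted concentration of half-maximal effect; 0% = no-compound wells and -100% = no-enzyme wells; nearly all actives have a fitted effect of over 25% in size; some results filed as inactive show a strong effect at the top dose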
#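 AmpC (5.3 nM in the dispensed reagent) in 20 mM phosphate pH 7.0 with 0.01% (detergent screen) or 0.0001% Triton X-100 was preincubated with compounds for 15 min at room temperature. Nitrocefin was then added from an 800 uM solution, and hydrolysis was followed at 480 nm.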
# TbPYK inhibitor – inhibitors of Trypanosoma brucei pyruvate kinase | Q57TT1 | TbPYK enzyme, Kinase-Glo Plus ATP luminescence, 45 min | Potency, µM (titrated, usually from 76.8 µM), without a hit: at the highest dose activity, negative = inhibition, hits mostly inhibitors | hit rate 0.12% among 410,000 | AID 624173; note: potency is the fitted concentration of half-maximal effect; nearly all actives have a fitted effect of over 50% in size
#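 Readout: single end-point luminescence (Kinase-Glo Plus, 10 min). Reaction conditions were TbPYK/substrate plus 130 uM ADP, 45 min at RT, pH 7.2 TEA buffer. No-enzyme wells served as controls, and data were normalized before concentration-response fitting.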
# Sm TGR block – S. mansoni TGR enzyme inhibition; Potency, µM (highest dose often 114 µM), for the others: at the top dose activity change, negative = inhibition, actives largely listed as inhibitors; Q962Y6; purified TGR, DTNB reduction, TNB absorbance 405 nm; hit rate 3% among 360,000; note: potency is the fitted concentration of half-maximal effect; nearly all actives have a fitted effect of over 60% in size
#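 Kinetic colorimetric format: TGR-catalysed, NADPH-driven DTNB reduction monitored via TNB absorbance. Enzyme dispensed at 20 nM; compound exposure 15 min at room temperature before reaction start.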
# Starred values were filed as active, the others as inactive; ? = inconclusive; / = not tested or not shown; & = joins results of further samples; [ ] = dose if it differs, or a comment. Unless noted, calls come from the whole dose curve; as a rule, active = well fitted curve in the direction sought with a large enough effect; inconclusive = small, poorly fitted or top-dose-only effect, or another doubt; inactive = no such curve, though single readings can be large; an effect the other way counts as inactive or inconclusive. Unless noted, % is set by controls: 0 for no effect and ±100 for the full control effect.
SMILES,AmpC inh no detg,AMA1-RON2 inh,HCMV antiviral,LmPK inh,AmpC detergent,TbPYK inhibitor,Sm TGR block
CC(=O)C1C(=O)C=C(c2ccco2)CC1c1ccccc1 (centres undefined),-24.9%,26.0%,9.5,-9.9%,?,-0.2%,?
CC[C@H](C)[C@@H](NC(=O)O[C@@H]1C(=O)c2cc(OC)ccc2O[C@H]1c1ccc(OC)c(Br)c1)C(=O)OC,-0.4%,-3.6%,/,-0.4%,-14.8%,1.4%,-3.6%
O=C(Nc1ccccc1N1CCOCC1)c1cc(F)cc(F)c1,-19.7%,-10.5%,-17.0,-2.4%,-4.1%,3.2%,10.4%
CCOC(=O)c1c(N)n(CC(C)NC(=O)C2CC2)c2nc3ccccc3nc12 (centres undefined),-9.6%,/,/,-4.8%,-5.3%,/,6.8%
COc1ccc(C(=O)O/N=C/c2ccc(S(=O)c3ccc(Cl)cc3)nc2)cc1 (centres undefined),-16.5%,8.7%,3.4,2.8%,-2.5%,-7.0%,-17.9%
CCOc1ccc(Nc2nc(C)c(NC(=O)c3cccc(F)c3)c(Nc3ccc(OCC)cc3)n2)cc1,/,/,0.9,/,17.3%,4.0%,4.9%
Cc1ccsc1C(=O)N1CCC1(C)C(=O)NCC(C)(C)C (centres undefined),/,4.0%,4.5,/,/,1.6%,/
COc1ccc2nc3oc(C(=O)N4CC(C)CC(C)C4)cc3cc2c1 (centres undefined),77.2%[activator],1.7%,/,-8.7%,-11.0%,-4.8%,-2.0%
COc1ccc(C(C(=O)NC(C)(C)C)N(C(=O)CCC(=O)Nc2cc(C)on2)c2c(C)cccc2C)cc1 (centres undefined),-0.9%,-19.3%,20.4,-1.4%,-7.6%,-5.2%,-6.8%
NC(=O)NC(=O)CSc1nnc(-c2ccc(Cl)cc2)n1CC1CCCO1 (centres undefined),-9.8%,15.3%,0.3,-11.4%,-0.7%,-0.7%,1.3%
C=CCn1c(O)c(C(CC)=NCc2ccco2)c(=O)[nH]c1=O,-22.7%,6.9%,366.6,-4.5%,3.8%,-2.2%,-20.0%
CC(CCc1ccccc1)NC(=O)c1nnc(Cc2ccc(Cl)cc2)o1 (centres undefined),-98.3%,2.1%,7.4,0.2%,?,-1.4%,3.3%
Cc1ccc2[nH]c(CN3CCC(CO)(CC4CCCCO4)CC3)c(C)c2c1 (centres undefined),64.8%[activator],?,-69.9*,-0.9%,-3.9%,-4.0%,-14.3%
O=C(CN1C(=O)NC2(CCCCC2)C1=O)NC1CCCc2ccccc21 (centres undefined),-20.9%,-24.8%,-4.9,-3.8%,-14.9%,2.1%,2.8%
O=C(Nc1ccc(C(F)(F)F)cc1)C1=NN(C2CCS(=O)(=O)C2)C(=O)CC1 (centres undefined),28.3%,-14.9%,-7.0,/,-19.5%,3.6%,-20.1%
CCC(=O)Nc1cccc(NC(=O)c2ccccc2Br)c1,-18.2%,9.6%,57.7,0.7%,-12.5%,-7.8%,5.7%
COc1cc(/C=N/NC(=O)c2c(-c3c(Cl)cccc3Cl)noc2C)ccc1OCC(N)=O,156.3%[activator],58.1%[activator],-5.3,-0.5%,-7.4%,1.9%,3.0%
O=C(/C=C/c1ccccc1Cl)N1CCC(c2nc3ccccc3o2)CC1,/,/,55.3,/,8.1%,-0.9%,-0.3%
CC(C)c1ccc(OCC(O)CN2CCCC2)cc1 (centres undefined),-8.0%,-4.6%,-13.2,3.1%,-6.2%,4.6%,4.8%
CCc1nnc(NC(=O)C2CCCN(c3nc4ccccc4s3)C2)s1 (centres undefined),3.6%,-6.7%,38.1,1.5%,?,0.1%,-0.4%
Cc1ccn2c(C(=O)CSc3ccccc3)c(C)nc2c1,-0.2%,-6.8%,?,0.3%,7.0%,-2.1%,12.9%
C=CCNc1nc2ccccc2nc1NS(=O)(=O)c1ccc(F)cc1,-23.7%,10.9%,6.4,-1.9%,3.7%,0.7%,-10.7%
Cc1cc(C)cc(NC(=O)Cn2c(SCc3cc(C)ccc3C)nc3ccncc32)c1,?,/,/,-2.9%,-23.4%,/,-6.0%
COC(=O)c1sc(N)c(C(=O)OC)c1Cn1ncc(Cl)c(Cl)c1=O,-18.1%,-1.6%,45.5,4.0%,-5.4%,-12.0%,0.316µM*
CCN(CC(=O)Nc1ccc(NC(C)=O)cc1)C(=O)c1cn(-c2ccccc2)nc1-c1cccs1,44.5%,-0.6%,-3.0,/,?,8.5%,-4.1%
Cc1ccc(C2=NS(=O)(=O)N(C)C(C(=O)Nc3ccc(F)cc3F)=C2)cc1,-34.9%,-9.3%,-29.2,-0.7%,?,-8.2%,17.2%
CC(=O)Nc1ccc(NC(=O)CCN2C(=O)C3CC=CCC3C2=O)cc1 (centres undefined),-18.5%,1.1%,19.5,/,-3.3%,3.3%,-18.5%
O=C(NCc1ccncc1)C(F)(F)C(F)(F)C(=O)NCc1ccncc1,-10.3%,30.3%[activator],5.2,1.8%,6.5%,2.0%,-14.1%
COc1ccc(-n2c(O)c(/C=N/NS(=O)(=O)c3ccc(C)cc3)c3ccccc3c2=O)cc1OC,15.1%,-11.3%,?,0.3%,-8.9%,-5.1%,-9.5%
COc1ccccc1N1CCN(CCCNC(=O)Nc2ccccc2C)CC1,-9.6%,-2.4%,-26.5,0.7%,?,-15.7%,10.8%

# Entries of single compounds as entered above.
# C=CCNc1nc2ccccc2nc1NS(=O)(=O)c1ccc(F)cc1 across the screens: AmpC inh no detg = -23.7%; AMA1-RON2 inh = 10.9%; HCMV antiviral = 6.4; LmPK inh = -1.9%; AmpC detergent = 3.7%; TbPYK inhibitor = 0.7%; Sm TGR block = -10.7%
# COc1ccc(-n2c(O)c(/C=N/NS(=O)(=O)c3ccc(C)cc3)c3ccccc3c2=O)cc1OC across the screens: AmpC inh no detg = 15.1%; AMA1-RON2 inh = -11.3%; HCMV antiviral = ?; LmPK inh = 0.3%; AmpC detergent = -8.9%; TbPYK inhibitor = -5.1%; Sm TGR block = -9.5%

# Next section:
SMILES,AmpC inh no detg,AMA1-RON2 inh,HCMV antiviral,LmPK inh,AmpC detergent,TbPYK inhibitor,Sm TGR block
COCCSc1ccccc1C(=O)Nc1cccnc1,-15.4%,-15.0%,-5.2,7.5%,-2.8%,3.2%,-5.9%
O=C(Nc1ccc(Cl)cc1)c1ccc2snnc2c1,-25.3%,-1.4%,9.0,-1.4%,-12.0%,2.7%,16.8%
CCc1ccc(NC(=O)C(C)Sc2ccc(S(=O)(=O)N3CCN(C)CC3)cn2)cc1 (centres undefined),87.1%[activator],0.0%,-20.5,/,9.6%,4.9%,2.6%
O=C(CCCN1C(=O)/C(=C\c2cccs2)SC1=S)Nc1ccc(C(=O)O)cc1,-11.8%,7.3%,?,1.5%,6.4%,0.4%,-12.6%
O=C(N/N=C\c1ccc([N+](=O)[O-])s1)c1cncc(Br)c1,-7.4%,25.8%,-100.2*,-2.2%,?,2.3%,-24.0%
COc1cccc(/C=N/NC(=S)Nc2cccnc2)c1,-13.3%[2.29 µM],93.0%[activator],-14.2,-3.5%,-1.6%,-3.3%,-3.3%
COc1ccc(C(=O)Nn2c(SCC(=O)NCc3ccco3)nc3ccccc3c2=O)cc1,-33.8%,17.3%,-73.5*,?,-3.8%,-4.5%,?
COc1cc(/C=C2/C(=O)NN(c3ccc(Cl)c(Cl)c3)C2=O)cc([N+](=O)[O-])c1O,-46.4%,-4.1%,?,5.8%,-9.6%,3.9%,-21.1%
Cc1cc(=O)[nH]c(SCC(=O)N2CC3(C)CC2CC(C)(C)C3)n1 (centres undefined),-14.9%,13.2%,3.2,/,/,3.1%,/
O=C(CCS(=O)(=O)c1ccc(Cl)cc1)Nc1nc(-c2ccncc2)cs1,-23.1%,-4.6%,0.0,-0.5%,-10.7%,-5.4%,-21.2%
O=C(c1cccc(F)c1)N1CCCC(C(=O)N2CCCC2)C1 (centres undefined),1.4%,-1.3%,3.7,4.2%,-12.5%,5.5%,8.6%
Cc1cc(=O)[nH]c(SCC(=O)NCCC2=CCCCC2)n1,-36.3%,-1.5%,5.0,2.5%[11.5 µM],-1.4%,3.1%,0.7%
CN1CCN(C(=S)c2ccc(Br)cc2)CC1,-11.6%,7.3%,5.8,4.6%,7.0%,?,7.3%
Cc1ccc(NC(=O)CN(C)Cc2cc(=O)n3ccsc3n2)cc1,-10.1%,61.9%[activator],-15.7,-2.1%,2.1%,1.9%,14.3%
CC(C)OCCCNC(=O)C1CCN(S(=O)(=O)c2ccc3nc4c(c(C(=O)O)c3c2)CCCCC4)CC1,-15.6%,-11.3%,-17.5,-2.2%,-9.8%,-0.7%,-1.1%
Cc1cccc(C(=O)Nc2scc(CC(C)C)c2C(=O)O)c1,-18.4%,-4.7%,9.3,0.0%,-14.9%,-3.9%,-18.5%
CCOc1ccc(C2C(C(=O)NC)=C(C)Nc3nc4ccccc4n32)cc1OC (centres undefined),/,-0.1%,5.8,/,/,-15.3%,/
O=c1c2ccccc2nc(/C=C/c2ccccc2O)n1-c1ccccc1O,?,/,-98.3*,0.2%,-4.6%,/,-19.1%
Cc1cc(F)ccc1NCC(=O)Nc1ccc(Br)cc1C,-9.5%,-16.9%,12.4,4.7%,-9.3%,-8.2%,-3.5%
COc1ccccc1N1CCN(C(=O)COc2ccc(S(=O)(=O)NC(C)C)cc2)CC1,88.8%[activator],-17.8%,-30.1,2.1%,-10.1%,-3.2%,/
O=C(CCS(=O)(=O)c1ccc(Br)cc1)Nc1ccc(Cl)c(C(F)(F)F)c1,/,/,?,/,4.1%,-9.0%[15.4 µM],-17.4%
Cc1c(NC(=O)c2cc(-c3ccc(Cl)c(Cl)c3)on2)c(=O)n(-c2ccccc2)n1C,1.4%,0.3%,?,5.8%,-1.4%&15.0%,2.1%&0.0%,-14.1%&2.5%
Cc1nn(CC(=O)NCc2ccccc2Cl)c(C)c1[N+](=O)[O-],-20.2%,12.1%,14.0,0.6%,3.0%,-4.7%,-23.6%
O=C(C1CCCO1)N1CCN(S(=O)(=O)c2cc(C(F)(F)F)ccc2Cl)CC1 (centres undefined),-5.7%,-8.0%,-7.8,/,0.4%,-3.4%,-3.0%

# Source: PubChem (National Center for Advancing Translational Sciences (NCATS))
